CHRM4 antagonist – blocks acetylcholine activation of human M4 receptor; P08173; CHO-hM4 cells, ACh EC80, Fluo-8 calcium fluorescence; inhibition, % at 3 µM; 360,000 compounds, 0.73% hits;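 active means inhibition above its plate's cutoff, the mean inhibition of sample wells plus 3 SD, cut at about 27% in these data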;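 further: 0% = acetylcholine EC80 with DMSO and 100% = DMSO without agonist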
Target sequence (P08173 whole entry, looked up): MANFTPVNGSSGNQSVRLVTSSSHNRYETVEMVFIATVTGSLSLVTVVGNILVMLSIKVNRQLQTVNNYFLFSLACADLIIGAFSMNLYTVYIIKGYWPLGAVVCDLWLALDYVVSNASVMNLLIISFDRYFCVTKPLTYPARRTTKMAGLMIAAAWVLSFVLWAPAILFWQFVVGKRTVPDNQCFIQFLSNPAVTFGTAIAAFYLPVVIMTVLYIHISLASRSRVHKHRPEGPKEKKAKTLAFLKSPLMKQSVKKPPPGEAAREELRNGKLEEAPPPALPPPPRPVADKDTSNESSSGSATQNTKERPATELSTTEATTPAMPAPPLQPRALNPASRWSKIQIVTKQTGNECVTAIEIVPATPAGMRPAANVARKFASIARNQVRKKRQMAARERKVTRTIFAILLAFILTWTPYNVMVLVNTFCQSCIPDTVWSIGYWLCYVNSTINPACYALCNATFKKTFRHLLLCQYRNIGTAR
CHO-K1 Ca ag – counter-screen for M1 agonists: effect in parental CHO-K1 cells | Fluo-8 calcium fluorescence; scaled to maximal ATP response, vehicle zero | activation, % at 3 µM | 360,000 compounds, 0.48% hits | AID 602248; in the data active means activation above about 15%;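 further: untransfected CHO-K1 host cells lacking M1 receptor as counterscreen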
OXTR potentiate – potentiates the human oxytocin receptor response. 320,000 compounds, 0.061% hits. P30559. AID 2445. activation, % at 3 µM. CHO-OTR cells, Fluo-8 calcium fluorescence, potentiator mode; 0% = oxytocin EC15, 100% = EC100;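 active means activation above that plate's cutoff, the mean activation of tested compounds plus 3 SD, cut at about 6.6% in these data, passing the limit was not always enough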;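 further: 100% uses oxytocin at 75 nM as the full agonist control; some results filed as inactive read as strong as hits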
Target sequence (P30559 whole entry, looked up): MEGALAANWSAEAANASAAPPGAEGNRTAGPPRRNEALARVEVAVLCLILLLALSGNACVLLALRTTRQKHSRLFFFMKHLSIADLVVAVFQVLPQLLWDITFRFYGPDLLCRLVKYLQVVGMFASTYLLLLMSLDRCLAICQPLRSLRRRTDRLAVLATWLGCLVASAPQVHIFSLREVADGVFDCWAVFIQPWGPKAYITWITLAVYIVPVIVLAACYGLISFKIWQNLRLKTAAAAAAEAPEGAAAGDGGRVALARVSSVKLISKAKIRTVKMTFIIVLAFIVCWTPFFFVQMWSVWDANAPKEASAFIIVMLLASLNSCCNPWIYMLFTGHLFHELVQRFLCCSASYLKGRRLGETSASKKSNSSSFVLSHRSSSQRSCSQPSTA
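Material: CHO-OTR cells, human receptor; compound dosing: single dose, 3.0 µM nominal final compound concentration; schedule: 6 min compound pre-incubation at room temperature, 100 s kinetic read; measured by: kinetic Fluo-8 calcium fluorescence; read-out basis: % activation vs EC15 and EC100 oxytocin; controls: EC15 oxytocin alone as 0%, 75 nM oxytocin as 100%; replicates: singlicate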
CHO-K1 Ca antag – M1 antagonist counterscreen hit in parental CHO-K1 cells. inhibition, % at 3 µM. 360,000 compounds, 0.6% hits. ATP-induced calcium, Fluo-8 fluorescence;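 active means inhibition above a per-plate cutoff, the plate's mean sample inhibition plus 3 SD, cut at about 24% in these data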;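 further: 0% = DMSO plus EC80 ATP and 100% = DMSO alone without ATP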
M1 PAM – potentiates human M1 receptor response to acetylcholine | 360,000 compounds, 0.088% hits | AID 588819 | activation, % at 3 µM | CHO-K1 hM1, Fluo-8 calcium fluorescence, ACh EC20; 0% = ACh EC20, 100% = maximal ACh | P11229; in the data active means activation above about 19%, passing the limit was not always enough
M1 antag – antagonists of human M1 muscarinic receptor; P11229; CHO-K1 hM1, Fluo-8 calcium fluorescence, ACh EC80 antagonist; inhibition, % at 3 µM; 360,000 compounds, 1.3% hits; AID 588852;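 active means percent inhibition above its own plate's cutoff, namely the mean of that plate's compound wells plus 3 SD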;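 further: peak over basal fluorescence ratio during 140 s after agonist addition; 0% = ACh EC80 plus DMSO and 100% = DMSO alone without agonist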
M1 ag – activates human CHRM1 receptor | P11229 | CHO-K1 hM1, Fluo-8 calcium fluorescence, agonist mode; 0% DMSO, 100% acetylcholine EC100 | 360,000 compounds, 0.33% hits | activation, % at 3 µM;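 active means activation above the run's mean compound activation plus 3 SD, cut at about 16% in these data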;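 further: peak over basal fluorescence ratio within a 140 s kinetic read after compound addition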
CHO parental Ca – counter-screen: ATP calcium response change in parental CHO cells; parental CHO-K1, ATP-induced calcium, Fluo-8 fluorescence; inhibition, % at 5.6 µM; 330,000 compounds, 0.63% hits; AID 463079;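 active means inhibition above that plate's mean sample inhibition plus 3 SD, cut at about 26% in these data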;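 further: 0% = ATP-challenged DMSO wells and 100% = DMSO wells without ATP; some compounds past the cut are filed as inactive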
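Test system: untransfected parental CHO cell line. Compound: one dose, 5.6 µM nominal. Detection: intracellular calcium via Fluo-8 no-wash fluorescent dye. Measure: % inhibition. Benchmarks: ATP-challenged DMSO wells low, unchallenged DMSO wells high.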
CHRM4 agonist – CHRM4 agonism in calcium assay; CHO-K1 hM4/Gqi5, Fluo-8 calcium fluorescence; vehicle 0%, full acetylcholine response 100%; P08173; AID 624127; 360,000 compounds, 0.14% hits; activation, % at 3 µM;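 active means activation above the run mean over all test wells plus 3 SD, cut at about 32% in these data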;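 further: peak over basal fluorescence ratio per well then scaled between controls; 0% = DMSO wells and 100% = acetylcholine at EC100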
Active calls of the source: *; nt = not tested or not shown.

no.	smiles	CHRM4 antagonist	CHO-K1 Ca ag	OXTR potentiate	CHO-K1 Ca antag	M1 PAM	M1 antag	M1 ag	CHO parental Ca	CHRM4 agonist
1	O=C(NC1CCCCC1)C1c2ccccc2C(=O)N1Cc1ccc2c(c1)OCO2 (stereo not given)	-1	1.0	-6	-13	0	16	-1	-25	1
2	C=CCSc1nc(C)c(CC=C)c(=O)[nH]1	1	0.2	-4	-21	4	-10	-9	2	1
3	CCCc1nc2ccccc2c(C(=O)OCC(=O)Nc2c(C)n(C)n(-c3ccccc3)c2=O)c1CC	-4	0.5	-5	-2	-8	-9	-8	-31	1
4	COc1ccc(C2=NC(=O)/C(=C\c3cc(OC)c(OC)c(OC)c3)O2)cc1	-6	0.0	-3	-7	4	-16	-7	-2	0
5	CCOc1ccc(NC(=S)NC(C)C(c2ccccc2)N2CCN(C)CC2)cc1 (stereo not given)	0	1.2	8	-13	0	-6	-7	-11	0
6	CCc1ccccc1NC(=O)Cc1ccc(-n2cccc2)cc1	-2	0.3	2	14	-3	3	-5	-8	1
7	Cc1ccc(C)c(CN2CCC(n3nccc3NC(=O)CCCc3ccccc3)CC2)c1	4	4.0	0	-12	-4	-1	-4	-26	8
8	CCc1cccc(NC(=O)CCCn2nc(CC)n3c(cc4occc43)c2=O)c1	0	5.9	-19	2	-1	12	-2	-22	14
9	Cn1cc(CCCC(=O)NCc2ccc(F)cc2)c2ccccc21	-9	0.8	nt	-13	3	-6	-5	nt	2
10	Cc1cccn2c(=O)nc(SCC(=O)c3ccccc3)nc12	-3	0.9	8	-3	16	-14	1	-16	1
11	COc1ccccc1-n1cn[nH]c1=S	5	0.2	-10	3	9	-10	-4	-13	1
12	CC(Sc1nc(-c2ccccc2)cc(C(F)(F)F)n1)C(=O)Nc1sc2c(c1C(N)=O)CCC2 (stereo not given)	-6	-0.1	-2	4	-3	4	-3	-21	1
13	CC(=O)C1=C(O)C(=O)N(Cc2ccco2)C1c1cccc(F)c1 (stereo not given)	4	-0.2	-10	-4	2	2	-5	-17	0
14	COc1ccc2c(c1)cc(C(=O)N[C@@H](Cc1ccccc1)C(=O)N[C@@H](C)C(=O)O)n2C	-1	1.5	-1	-5	10	-11	-2	-1	0
15	CC(NNC(=S)N1CCN(c2ccccn2)CC1)c1nccc2ccccc12 (stereo not given)	7	0.2	nt	-11	-6	29	-5	nt	4
16	S=C(Nc1cccc(Cl)c1)Nc1ccc2cn[nH]c2c1	-2	1.6	4	-8	5	-3	-2	0	1
17	Cc1cc(OC(C)C(=O)N(Cc2cccs2)C2CCS(=O)(=O)C2)ccc1Cl (stereo not given)	-2	1.1	-9	2	-1	0	-3	-22	3
18	Cc1cc(O)c(C(=O)Cc2csc(C)n2)c(O)c1	-1	1.0	-5	-15	4	0	-4	-13	1
19	CC(NC(=O)CCn1nc(-c2ccc(Cl)cc2)ccc1=O)c1ccccc1 (stereo not given)	4	0.0	-9	-5	2	-5	-3	-15	0
20	COC(=O)c1nc(-c2ccccc2)nc(-c2ccccc2)c1C(=O)OC	4	1.7	-6	-12	1	1	-2	-23	3
21	CN(C)c1ccc(C(=O)C(O)c2ccccc2Cl)cc1 (stereo not given)	4	-0.4	nt	10	-4	7	-8	nt	2
22	CC1CCc2cc(F)ccc2N1C(=O)C1(C)CC1(Cl)Cl (stereo not given)	-4	0.2	-5	-6	-4	11	0	-21	-1
23	Cc1ccc2c(c1)N(CC(=O)N1CCc3ccccc3C1)C(=O)CO2	-4	0.1	-3	-23	4	-8	-5	-17	0
24	Nc1nc(N)c2[nH]c(=S)[nH]c2n1	5	0.5	nt	9	-2	-3	1	nt	0
25	COC(=O)CSc1nc(N)c(C#N)c(C(C)C)c1C#N	0	0.9	-9	-1	7	-8	-4	-11	5
26	NC(=O)C1CC(=O)N(c2ccc(OCc3ccc(F)cc3)cc2)C1 (stereo not given)	3	0.1	-11	2	12	-21	1	5	3
27	Cc1ccc(N2CC(C(=O)Nc3ccncc3)CC2=O)cc1 (stereo not given)	17	0.1	-7	-9	1	-3	-4	-2	3
28	CC1OC(CCc2cccc(Cl)c2)Cc2[nH]c(=S)[nH]c(=O)c21 (stereo not given)	5	6.5	nt	2	nt	nt	nt	nt	9
29	Cc1ccc(-c2cnn(-c3ccccc3)c2N)cc1	5	-1.1	-9	-17	1	-9	-5	-6	-1
30	COc1ccc(Cc2nc(-c3ccc(Cl)cc3)no2)cc1	-3	0.3	-2	-1	-1	-3	-2	6	0
31	OCCNc1nc(Nc2ccc(O)cc2)nc2ccccc12	10	-0.1	-8	-3	3	-4	-8	7	-1
32	CC(=O)Nc1ccc(S(=O)(=O)CCC(=O)O)cc1	4	0.3	-8	-4	-10	8	-1	0	0
33	Nc1ccc(-n2nnnc2CN2CCOCC2)cc1	1	0.7	-1	-1	2	-3	-3	-3	1
34	O=C(NCCN1CCOCC1)c1cc(-c2ccc(Cl)c(Cl)c2)on1	-2	4.9	-6	-11	7	-5	-2	2	5
35	Cc1ccc(O)c(-c2cc(C(F)(F)F)[nH]n2)c1	-3	0.8	-5	10	-1	-3	-3	6	3
36	CCS(=O)(=O)N1Cc2ccccc2CC1C(=O)Nc1cccc(S(=O)(=O)N(C)C)c1 (stereo not given)	8	1.4	2	-7	10	-9	-6	-17	1
37	O=C1C=CC2(O[C@H](c3ccccc3)[C@@H](c3ccccc3)O2)[C@H](Sc2ccccc2O)C1	57*	0.5	nt	4	1	3	2	nt	1
38	FC(F)(F)c1cnc(Sc2nc3nccc(-c4ccc(Cl)cc4)n3n2)c(Cl)c1	3	0.3	-4	-32	3	-12	-6	-24	0
39	Cc1cccc(C(=O)O/N=C2\CCCc3ccccc32)c1	-6	-0.1	-6	-10	-2	1	-6	-15	-3
40	Cc1cccc(NC(=O)CSCC(=O)N2CCCc3ccccc32)c1	-5	0.2	-10	8	16	-19	-3	-16	3
41	COC(=O)[C@H](CCSC)NC(=O)c1cc2c(cn1)[nH]c1ccccc12	1	1.0	-10	-8	9	-11	-1	0	2
42	Cc1cc(C)n(CC(=O)O)n1	5	0.8	-3	-14	9	-7	-2	-3	0
43	Cc1cc(N2CCN(C3CCCCC3)CC2)nc2cccc(O)c12	-9	0.4	-4	1	1	-3	-7	-4	1
44	NC(COCc1ccccc1)c1csc(Nc2cc(NCCCO)ncn2)n1 (stereo not given)	-5	0.3	nt	-3	6	-17	-1	nt	0
45	COC(=O)c1ccc(NC(=O)C2C3C=CC(C3)C2C(=O)O)cc1 (stereo not given)	13	0.2	-12	-7	2	-5	-2	-5	0
46	Cc1c(N(C)C(=O)C2CCCN2S(=O)(=O)c2ccccc2)c(=O)n(-c2ccccc2)n1C (stereo not given)	5	0.0	-2	-5	-2	-17	-1	-9	1
47	CN(c1ccccc1)S(=O)(=O)c1ccc(NC(=O)C2CCCCC2C(=O)O)cc1 (stereo not given)	2	0.7	-4	0	6	-8	-2	-2	0
48	CN(CCCNC(=O)CSc1cc(=O)n(C)c2cc(Cl)ccc12)Cc1ccccc1	0	-0.3	-7	-5	-5	-6	-10	-14	1

Compound profiles, from the list above. Order of values: CHRM4 antagonist	CHO-K1 Ca ag	OXTR potentiate	CHO-K1 Ca antag	M1 PAM	M1 antag	M1 ag	CHO parental Ca	CHRM4 agonist
FC(F)(F)c1cnc(Sc2nc3nccc(-c4ccc(Cl)cc4)n3n2)c(Cl)c1 in the list: 3	0.3	-4	-32	3	-12	-6	-24	0
Cc1c(N(C)C(=O)C2CCCN2S(=O)(=O)c2ccccc2)c(=O)n(-c2ccccc2)n1C (stereo not given) in the list: 5	0.0	-2	-5	-2	-17	-1	-9	1
COC(=O)[C@H](CCSC)NC(=O)c1cc2c(cn1)[nH]c1ccccc12 in the list: 1	1.0	-10	-8	9	-11	-1	0	2

Among those listed so far, these contain a furan ring, fused or not:
no.	smiles	CHRM4 antagonist	CHO-K1 Ca ag	OXTR potentiate	CHO-K1 Ca antag	M1 PAM	M1 antag	M1 ag	CHO parental Ca	CHRM4 agonist
8	CCc1cccc(NC(=O)CCCn2nc(CC)n3c(cc4occc43)c2=O)c1	0	5.9	-19	2	-1	12	-2	-22	14
13	CC(=O)C1=C(O)C(=O)N(Cc2ccco2)C1c1cccc(F)c1 (stereo not given)	4	-0.2	-10	-4	2	2	-5	-17	0

Just CHO-K1 Ca antag and CHRM4 antagonist (three entries from above):
item	smiles	CHO-K1 Ca antag	CHRM4 antagonist
32	CC(=O)Nc1ccc(S(=O)(=O)CCC(=O)O)cc1	-4	4
33	Nc1ccc(-n2nnnc2CN2CCOCC2)cc1	-1	1
34	O=C(NCCN1CCOCC1)c1cc(-c2ccc(Cl)c(Cl)c2)on1	-11	-2

Later entries.
no.	smiles	CHRM4 antagonist	CHO-K1 Ca ag	OXTR potentiate	CHO-K1 Ca antag	M1 PAM	M1 antag	M1 ag	CHO parental Ca	CHRM4 agonist
49	O=C(NCc1ccccc1)c1cc(=O)[nH]c2ccccc12	5	0.2	1	-8	4	-4	-6	-2	0
50	CN(C)c1nc(N(C)C)nc(N(C#N)CCOc2ccccc2)n1	1	-0.3	-14	-1	8	-8	-2	-15	-2
51	CSCCC(NC(=O)c1ccccc1Br)C(=O)NCCCn1nc(C)cc1C (stereo not given)	-7	0.1	-2	-3	-4	11	-2	-10	2
52	Cc1cc(NC(=O)c2ccco2)c(=O)n(Cc2cccc(C(F)(F)F)c2)c1	-5	-0.7	-2	-18	11	-9	-2	-16	0
53	CCc1ccc(NC2=NCC(=O)N2Cc2ccc3c(c2)OCO3)cc1	-6	1.3	-1	-5	5	-6	-4	-6	2
54	Cc1cc(NC(=O)/C=C/c2ccc(Br)cc2)no1	7	1.0	-5	-15	12	-8	-7	11	1
55	CCc1ccc(/C=N/NC(=O)c2cc(-c3cccc([N+](=O)[O-])c3)n[nH]2)cc1	1	-0.2	-5	19	10	3	4	-14	2
56	Cc1c(C(=O)OCC(=O)N(C)C2CCS(=O)(=O)C2)oc2ccc(Br)cc12 (stereo not given)	6	0.9	-1	-4	-6	5	-7	-10	1
57	CCOC(=O)C1(Cc2ccccc2C)CCCN(C(=O)CCc2c(C)noc2C)C1 (stereo not given)	2	0.6	8	-9	-1	0	-4	-8	0
58	COc1cc(OC)c(C(=O)NC2CCCc3ccccc32)cc1OC (stereo not given)	-5	-0.5	9	0	3	-4	-10	-21	4
59	Cc1cccc2cc(CN(Cc3cccs3)C(=S)NCc3ccco3)c(=O)[nH]c12	8	2.7	-4	-4	-4	9	-11	3	8

Screening data as filed in PubChem.
